# FBPA Giardia inh: blocks Giardia fructose-bisphosphate aldolase activity; A8B2U2; purified Giardia FBPA; Potency, µM (titrated, usually from 59.6 µM), for the others: at the top dose activity, negative = inhibition, actives largely listed as inhibitors; 290,000 compounds, 0.71% hits; note: potency is the fitted concentration of half-maximal effect; nearly all actives have a fitted effect of over 55% in size
# Target sequence (A8B2U2 whole entry, looked up): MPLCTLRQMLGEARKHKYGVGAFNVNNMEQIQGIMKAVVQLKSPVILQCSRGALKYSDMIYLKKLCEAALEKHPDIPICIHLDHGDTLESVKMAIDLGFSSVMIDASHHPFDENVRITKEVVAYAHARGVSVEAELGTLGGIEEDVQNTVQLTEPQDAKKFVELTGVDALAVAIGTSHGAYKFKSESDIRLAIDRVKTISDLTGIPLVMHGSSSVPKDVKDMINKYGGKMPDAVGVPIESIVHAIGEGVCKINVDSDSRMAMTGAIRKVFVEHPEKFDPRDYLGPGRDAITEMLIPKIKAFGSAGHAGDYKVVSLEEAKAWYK
#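 Giardia FBPA (40 nM reagent) was preincubated 10 min at RT with compound (up to 57.5 uM final), then substrate plus GAPDH/TPI/NAD/arsenate coupling system with diaphorase/resazurin was added; resorufin fluorescence (525/598 nm) was read after 20 min.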
# Sm TGR inh: blocks Schistosoma mansoni thioredoxin glutathione reductase. purified TGR, DTNB reduction, TNB absorbance 405 nm. Potency, µM (series often up to 114 µM), for the others: top-dose activity change, negative = inhibition, most hits filed as inhibitors. 360,000 compounds, 3% hits. AID 485364; note: potency is the fitted concentration of half-maximal effect; nearly all actives have a fitted effect of over 60% in size
#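 First, TGR (20 nM dispensed) and NADPH were mixed with compound. Second, a 15 min room-temperature incubation followed. Third, further NADPH and then DTNB were added to start the reaction. Finally, TNB absorbance was monitored kinetically.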
# AmpC inh detg: inhibitors of E. coli AmpC beta-lactamase with detergent; P00811; AmpC hydrolysis of nitrocefin, absorbance 480 nm, 0.01% Triton; Potency, µM (series often up to 114 µM), without a hit: top-dose activity change, negative = inhibition, actives largely listed as inhibitors; 370,000 compounds, 0.041% hits; AID 485294;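 note: potency is the fitted concentration of half-maximal effect; 0% = no-compound wells and -100% = no-enzyme wells; nearly all actives have a fitted effect of over 25% in size; some results filed as inactive show a strong effect at the top dose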
# Target sequence (P00811 whole entry, looked up): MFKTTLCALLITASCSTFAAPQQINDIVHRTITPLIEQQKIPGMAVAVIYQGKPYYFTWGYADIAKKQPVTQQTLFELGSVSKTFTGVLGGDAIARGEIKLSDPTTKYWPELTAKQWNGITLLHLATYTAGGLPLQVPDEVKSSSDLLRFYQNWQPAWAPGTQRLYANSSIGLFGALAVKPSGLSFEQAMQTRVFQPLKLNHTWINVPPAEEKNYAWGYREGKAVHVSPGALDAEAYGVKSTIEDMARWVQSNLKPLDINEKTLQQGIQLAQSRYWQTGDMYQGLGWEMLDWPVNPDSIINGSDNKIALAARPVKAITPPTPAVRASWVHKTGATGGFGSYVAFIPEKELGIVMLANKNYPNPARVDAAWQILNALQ
#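 AmpC (5.3 nM in the dispensed reagent) in 20 mM phosphate pH 7.0 with 0.01% (detergent screen) or 0.0001% Triton X-100 was preincubated with compounds for 15 min at room temperature. Nitrocefin was then added from an 800 uM solution, and hydrolysis was followed at 480 nm.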
# HCMV antiviral: inhibitors of human cytomegalovirus. HFF cells, HCMV-luciferase reporter, 72 h; stronger effect = lower value. 410,000 compounds, 4.5% hits. activity change, negative = inhibition, % at 57.5 µM; in the data active = activity change below about -60%; inconclusive = no clear call, values can overlap the other calls; inactive = above about -39%
#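 Inhibition of viral replication was scored as loss of reporter luminescence in HFFs infected with HCMV-luciferase (MOI 1 PFU/cell) for 72 h; compounds tested at 2 doses, normalized to buffer and Salinomycin controls.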
# AmpC no deterg: AmpC beta-lactamase inhibition without detergent | P00811 | AmpC nitrocefin hydrolysis, absorbance 480 nm, 0.0001% Triton | Potency, µM (top dose mostly 57.1 µM), inactives show top-dose activity change, negative = inhibition, most hits filed as inhibitors | 330,000 compounds, 0.52% hits | AID 485341;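 note: potency is the fitted concentration of half-maximal effect; plate controls were no compound for no effect and no enzyme for full effect; nearly all actives have a fitted effect of over 20% in size; some results filed as inactive show a strong effect at the top dose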
#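 20 mM phosphate pH 7.0 + 0.01% (detergent screen) or 0.0001% Triton X-100; 5.3 nM AmpC reagent; cpd preinc 15 min RT; nitrocefin (800 uM stock) to start; A480 q20 s × 4 min; Activity was normalised to no-enzyme and no-compound control wells.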
# AMA1 RON2 block: inhibitors of Plasmodium falciparum AMA1-RON2 interaction; AlphaScreen AMA1-biotinylated RON2 peptide binding; Potency, µM (titrated, usually from 58.2 µM), without a hit: at the top dose activity change, negative = inhibition, usual class: inhibitors; 360,000 compounds, 0.2% hits; AID 720542;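 note: potency is the fitted concentration of half-maximal effect; 0% = vehicle wells and -100% = peptide control; nearly all actives have a fitted effect of over 45% in size; some results filed as inactive show a strong effect at the top dose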
#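 AMA1 (3D7) with his tag at 25 nM final met compounds first, then biotinylated RON2 peptide at 25 nM; detection used donor plus acceptor beads, 10 µg/mL apiece, read by AlphaScreen after 30 min at room temperature.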
# * = called active by the depositor; ? = inconclusive; nt = not tested or not shown; & = joins results of further samples; [ ] = another dose, or the depositor's remark. Unless noted, calls come from the whole dose curve; as a rule, active = well fitted curve in the direction sought with a large enough effect; inconclusive = small, poorly fitted or top-dose-only effect, or another doubt; inactive = no such curve, though single readings can be large; an effect the other way counts as inactive or inconclusive. Unless noted, % is set by controls: 0 for no effect and ±100 for the full control effect.
# Field names – A = FBPA Giardia inh; B = Sm TGR inh; C = AmpC inh detg; D = HCMV antiviral; E = AmpC no deterg; F = AMA1 RON2 block
CC(=O)C1C(c2ccc(C)cc2)c2c(n[nH]c2C)CC1(C)O (centres undefined)
  A: 6%	B: -3%	C: 4%	D: -14	E: -9%	F: 5%

CCCN1C2CCCC1CC(NC(C)=O)C2 (centres undefined)
  A: 0%	B: 8%	C: -4%	D: 3	E: -34%	F: 3%

CCn1cc(CCC(=O)NCCc2ccccc2)c2ccccc21
  A: 1%	B: -15%	C: -1%	D: -18	E: -3%	F: -9%

Cc1sc2nc(COC(=O)CNC(=O)c3ccc(C(C)(C)C)cc3)[nH]c(=O)c2c1C
  A: -2%	B: -1%	C: -2%	D: -10	E: -21%	F: 36%[activator]

CC1=NN(C(=O)c2ccccc2-n2cccc2)C(O)(C(F)(F)F)C1 (centres undefined)
  A: 3%	B: -1%	C: -15%	D: ?	E: -16%	F: 17%

Cc1c(C)c2ccc(OCC(=O)N3CCN(Cc4ccccc4)CC3)cc2oc1=O
  A: nt	B: nt	C: nt	D: -21	E: -11%	F: 9%

CC1CN(C2=NC(=O)/C(=C/c3ccncc3)S2)CC(C)O1 (centres undefined)
  A: -4%	B: -11%	C: -8%	D: 6	E: -19%	F: 1%

Cc1ccc(NC(=O)c2ccc(NCC3CCCO3)c([N+](=O)[O-])c2)cc1Cl (centres undefined)
  A: -16%	B: 0%	C: -2%	D: 63	E: -13%	F: 0%

CN(C)C(CNC(=O)c1cccs1)c1ccco1 (centres undefined)
  A: nt	B: -20%	C: -14%	D: 22	E: -12%	F: 8%

O=C(O)c1cccc(Cn2c(Cl)c(/C=N/NC(=O)c3cc4ccccc4cc3O)sc2=O)c1
  A: 6%	B: 32µM*	C: 1%	D: -29	E: -31%	F: 24%

# No new results follow: entries from further up.
# Field names – A = FBPA Giardia inh; B = Sm TGR inh; C = AmpC inh detg; D = HCMV antiviral; E = AmpC no deterg; F = AMA1 RON2 block
CC(=O)C1C(c2ccc(C)cc2)c2c(n[nH]c2C)CC1(C)O (centres undefined)
  A: 6%	B: -3%	C: 4%	D: -14	E: -9%	F: 5%

CCCN1C2CCCC1CC(NC(C)=O)C2 (centres undefined)
  A: 0%	B: 8%	C: -4%	D: 3	E: -34%	F: 3%

# Further records follow:
# Field names – A = FBPA Giardia inh; B = Sm TGR inh; C = AmpC inh detg; D = HCMV antiviral; E = AmpC no deterg; F = AMA1 RON2 block
COc1ccc(C(=O)OCC(=O)NC(=O)NCc2ccccc2)cc1[N+](=O)[O-]
  A: nt	B: 6%	C: -2%	D: 0	E: -12%	F: 10%[11.6 µM]

Cc1ccc(S(=O)(=O)c2c(C)cc(C)nc2N2CCCCC2)cc1
  A: -15%	B: nt	C: 0%	D: ?	E: 24%	F: -11%

CCCCNC(=O)C1CCN(Cc2ccc(OCc3ccccc3)cc2)CC1
  A: -16%	B: -1%	C: ?	D: -16	E: 51%	F: -2%

Cc1ccc(NC(=O)CSc2nc3n[nH]c(C)c3c(=N)n2-c2cccc(C)c2)cc1
  A: nt	B: -1%	C: 1%	D: -24	E: nt	F: nt

COc1ccccc1N1CCN(C(=O)C(=O)c2cn(CC(=O)N3CCCC3)c3ccccc23)CC1
  A: 8%	B: -5%	C: 0%	D: 3	E: 227%[activator]	F: -8%

CCn1cc(C2=NC(C)(C)CO2)c2ccccc21
  A: 3%	B: 6%	C: 0%	D: 49	E: -3%	F: 3%

CNC(=O)c1cc2ccc(OC)cc2oc1=O
  A: -2%	B: -10%	C: -8%	D: ?	E: -16%	F: 18%

CCOc1ccc(OCCOCCN2CCc3ccccc3C2)cc1
  A: ?	B: -29%	C: -12%	D: 34	E: 22%	F: -24%

CCOc1ccccc1C(=O)OCC(=O)Nc1cccc(S(=O)(=O)N2CCCC2)c1
  A: nt	B: nt	C: nt	D: 0	E: -30%	F: 1%

COCCNC(=O)C(c1cccs1)N(C(=O)Cn1nnc2ccccc21)c1ccc2c(c1)OCO2 (centres undefined)
  A: -3%	B: -1%	C: -3%	D: 7	E: 44%	F: 0%

COC(=O)c1ccc(COc2cccc(OC)c2)o1
  A: -1%	B: -3%	C: -6%	D: -2	E: -5%	F: 9%

Cc1c(Br)c([N+](=O)[O-])nn1CC(=O)NCc1ccco1
  A: 0%	B: -5%	C: -13%	D: 17	E: -12%	F: 10%

COc1ccc(OC)c(-c2nc(C(=O)NCCCN3CCOCC3)cc3c2[nH]c2ccccc23)c1
  A: -24%	B: -1%	C: -3%	D: 65	E: 331%[activator]	F: 32%[activator]

Cc1ccccc1C(=O)Nc1nc2nc(-c3ccccc3)cc(=O)n2[nH]1
  A: nt	B: 2%	C: 22%	D: 5	E: nt	F: nt

COC(=O)[C@H]1C[C@@H]1[C@H](N)c1ccccc1
  A: -25%&1%	B: -7%	C: -13%	D: 24	E: -3%	F: -2%

CN1C(=O)/C(=C/c2ccccc2F)Sc2ccc(C(=O)NCC3CCCO3)cc21 (centres undefined)
  A: -5%	B: -15%	C: ?	D: -5	E: 129%[activator]	F: -11%

Cc1ccc(NC(=O)Cn2cnc3nc4c(cc3c2=O)CCCC4)cc1Cl
  A: nt	B: 8%	C: 15%	D: 19	E: nt	F: nt

O=c1[nH]c2ccc(Br)cc2c(-c2ccccc2)c1N1CCOCC1
  A: 0%	B: 3%	C: ?	D: 29	E: 1µM*	F: -4%

CC(=O)N1CCN(CC(=O)Nc2cc(F)ccc2C)CC1
  A: 1%	B: -13%	C: -16%	D: 15	E: -1%	F: -17%

N=c1oc2ccc(Br)cc2cc1C(=O)NCc1ccccc1
  A: -1%	B: -4%	C: 4%	D: -1	E: -18%	F: -3%

CC(C)CC(C(=O)NCC1CCCO1)N(C(=O)Cn1nnc(-c2ccc(F)cc2)n1)c1ccccc1F (centres undefined)
  A: -1%	B: 4%	C: ?	D: -20	E: 210%[activator]	F: -4%

CSc1ccc(C2=CC(=O)C[C@H](c3ccc(Cl)cc3)C2)cc1
  A: nt	B: 0%	C: -2%	D: 49	E: -42%	F: -8%

CCOC(=O)N1CCc2c(sc3nc4n(c(=O)c23)N=C(C)CS4)C1
  A: -9%	B: 3%	C: 7%	D: -23	E: 40%	F: -1%

c1ccc(Cn2c(NCc3ccccn3)nc3ccccc32)cc1
  A: -1%	B: 7%	C: ?	D: -21	E: 16%	F: 38%[activator]

O=C(Nc1cccc(C(=O)OCc2cc(=O)n3c4c(sc3n2)CCCC4)c1)c1cccc(F)c1
  A: nt	B: 4%	C: 11%	D: -74*	E: nt	F: nt

Cc1ccc(C)c(NC(=O)CS(=O)(=O)c2cn(C)c3ccccc23)c1
  A: -1%	B: 7%	C: ?	D: -36	E: -7%	F: 6%

CCOc1ccc(-n2c(SCC(=O)NCc3ccccc3)nc3n[nH]c(C)c3c2=N)cc1
  A: nt	B: -2%	C: 4%	D: 36	E: nt	F: nt

O=C1CN(C(=O)Cc2ccc(F)cc2)C(c2ccccc2)c2cc(Br)ccc2N1 (centres undefined)
  A: nt	B: 9%	C: ?	D: 15	E: nt	F: nt

O=C(CCCN1C(=O)C(c2ccccc2)Oc2cccnc21)Nc1ccccc1C(F)(F)F (centres undefined)
  A: nt	B: 7%	C: 14%	D: -30	E: nt	F: nt

CCc1cccc(C)c1NC(=O)CSc1n[nH]c(N)n1
  A: nt	B: nt	C: nt	D: 16	E: -18%	F: -4%

C=CCn1c(C)cc(C2=NNC(=NCc3ccccc3)SC2)c1C
  A: -9%	B: -33%	C: 4%	D: 31	E: -20%	F: 46%[activator]

N#Cc1cc2c(nc1S(=O)(=O)Cc1ccccc1)CCCC2
  A: -23%	B: 1%	C: -15%	D: -63*	E: 4%[11.4 µM]	F: 4%

COc1ccccc1NC(=S)N1CCN(c2ccccc2F)CC1
  A: 1%	B: 1%	C: -21%	D: 11	E: -25%	F: -6%

CC(=O)Nc1nonc1-c1nnc(SCc2ccc(F)cc2Cl)n1C
  A: nt	B: 1%	C: 10%	D: 34	E: nt	F: nt

COC(=O)c1ccc(-c2ccc(F)cc2)nc1C
  A: 0%	B: 2%	C: ?	D: 33	E: -14%	F: -13%

CCOc1ccc(NC(=O)CSc2nc3c(oc4ccccc43)c(=O)n2CCOC)cc1
  A: nt	B: -1%	C: -6%	D: -5	E: nt	F: nt

O=C1NC(c2ccccc2)=N/C1=C/c1ccco1
  A: ?	B: 50µM*	C: -14%	D: -16	E: 1%	F: -4%

Cc1ccc2nc(-c3ccccn3)oc2c1
  A: -4%	B: 19%	C: -9%	D: 104	E: -3%	F: 107%[activator]

C/C(=N\Nc1nc2ccccc2[nH]1)c1ccc(C)o1
  A: -10%	B: 0%	C: ?	D: 89	E: -28%	F: 47%[activator]

CCc1cccc(NC(=S)N2CCC(c3ccccc3)C2)c1 (centres undefined)
  A: -2%	B: 8%	C: -10%	D: -5	E: -22%	F: 1%

COc1ccc(NC(=O)CSc2nnc(-c3ccccc3)n2Cc2ccco2)cc1OC
  A: 1%	B: -3%	C: ?	D: -9	E: 22%	F: -10%

Cc1ccc(-n2ncc3c(SCc4cccnc4)ncnc32)c(C)c1
  A: 5%	B: 1%	C: 3%	D: -84*	E: 18%	F: -14%

CCN(CC)CCCN(Cc1cc2cc3c(cc2[nH]c1=O)OCO3)C(=S)NCc1ccco1
  A: -3%	B: 0%	C: 7%	D: -15	E: 32%	F: 3%

CC(C)OCCCNc1ncnc2c1cnn2-c1ccccc1
  A: 1%	B: 0%	C: 0%	D: 86	E: -5%	F: -1%

COc1ccc(S(=O)(=O)N2CCN(C)CC2c2ccccc2)cc1OC (centres undefined)
  A: nt	B: 0%	C: -18%	D: -4	E: -1%	F: 3%

COc1cccc(CNc2nc3ccccc3n2C)c1O
  A: -8%	B: -1%	C: ?	D: 77	E: -24%	F: 0%

CC/C(=N\Nc1ccc([N+](=O)[O-])cc1)c1ccccc1
  A: 1%	B: -3%	C: -6%	D: nt	E: -49%	F: -2%

CCn1cc(C(=O)OCc2cccc(Br)c2)c(=O)c2ccc(C)nc21
  A: 3%	B: 5%	C: 1%	D: 3	E: -11%	F: -4%

# Sorted by molecular weight (rising): some entries from above.
# Field names – A = FBPA Giardia inh; B = Sm TGR inh; C = AmpC inh detg; D = HCMV antiviral; E = AmpC no deterg; F = AMA1 RON2 block
CC/C(=N\Nc1ccc([N+](=O)[O-])cc1)c1ccccc1
  A: 1%	B: -3%	C: -6%	D: nt	E: -49%	F: -2%

COc1cccc(CNc2nc3ccccc3n2C)c1O
  A: -8%	B: -1%	C: ?	D: 77	E: -24%	F: 0%

CC(C)OCCCNc1ncnc2c1cnn2-c1ccccc1
  A: 1%	B: 0%	C: 0%	D: 86	E: -5%	F: -1%

# Assay outcomes deposited in PubChem BioAssay by National Center for Advancing Translational Sciences (NCATS).
